eLon inh: E. coli protease La inhibition. P0A9M0. purified E. coli Lon protease, fluorescence polarization. inhibition, % at 7.94 µM. actives 0.42% (n = 360,000); in the data active = inhibition above about 13%, passing the limit was not always enough;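 also: 0% = enzyme with probe and DMSO and 100% = no enzyme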
Target sequence (P0A9M0 whole entry, looked up): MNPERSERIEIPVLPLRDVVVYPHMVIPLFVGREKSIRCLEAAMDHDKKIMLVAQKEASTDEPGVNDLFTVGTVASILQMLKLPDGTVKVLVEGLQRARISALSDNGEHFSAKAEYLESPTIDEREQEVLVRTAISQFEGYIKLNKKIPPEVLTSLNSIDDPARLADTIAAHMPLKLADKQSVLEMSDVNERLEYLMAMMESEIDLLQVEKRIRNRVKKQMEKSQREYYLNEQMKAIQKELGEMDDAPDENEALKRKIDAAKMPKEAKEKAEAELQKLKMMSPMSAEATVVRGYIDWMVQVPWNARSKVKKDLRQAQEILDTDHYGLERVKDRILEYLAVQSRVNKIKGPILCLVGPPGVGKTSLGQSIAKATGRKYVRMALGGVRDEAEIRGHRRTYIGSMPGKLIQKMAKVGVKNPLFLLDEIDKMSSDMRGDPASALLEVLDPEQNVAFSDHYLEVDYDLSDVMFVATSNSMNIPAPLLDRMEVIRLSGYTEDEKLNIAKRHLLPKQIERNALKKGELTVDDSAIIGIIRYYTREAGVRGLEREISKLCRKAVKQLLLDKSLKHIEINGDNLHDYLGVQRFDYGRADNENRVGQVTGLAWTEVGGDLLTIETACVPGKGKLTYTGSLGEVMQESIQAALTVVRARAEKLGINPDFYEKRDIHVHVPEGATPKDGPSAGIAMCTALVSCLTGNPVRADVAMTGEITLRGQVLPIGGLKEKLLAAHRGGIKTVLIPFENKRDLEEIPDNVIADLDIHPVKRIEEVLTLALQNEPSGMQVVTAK
Neddyl block: cullin neddylation inhibition | P61081+Q13564 | TR-FRET cullin neddylation, biochemical | calls only at 25 µM | actives 0.58% (n = 360,000) | AID 651699; in the data active = inhibition above about 36%
Rin1 Abl inh: human Rin1-Abl interaction inhibition; TR-FRET Rin1/Abl binding, biochemical; inhibition, % at 7.35 µM; actives 0.4% (n = 360,000); in the data active = inhibition above about 5%, passing the limit was not always enough
CSN deneddyl inh: inhibitors of human CSN-mediated cullin deneddylation; actives 0.38% (n = 360,000); Q92905; Purified CSN, SCF-Nedd8-OG deneddylation, fluorescence polarization; inhibition, % at 12.5 µM;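 active = pattern-corrected inhibition above about 35%, with an unprinted fluorescence ratio check between 0.5 and 1.5, limit read from the data, passing the limit was not always enough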;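 also: 0% = enzyme with substrate and 100% = substrate without enzyme; some results filed as inactive read as strong as hits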
Target sequence (Q92905 whole entry, looked up, one chain of several): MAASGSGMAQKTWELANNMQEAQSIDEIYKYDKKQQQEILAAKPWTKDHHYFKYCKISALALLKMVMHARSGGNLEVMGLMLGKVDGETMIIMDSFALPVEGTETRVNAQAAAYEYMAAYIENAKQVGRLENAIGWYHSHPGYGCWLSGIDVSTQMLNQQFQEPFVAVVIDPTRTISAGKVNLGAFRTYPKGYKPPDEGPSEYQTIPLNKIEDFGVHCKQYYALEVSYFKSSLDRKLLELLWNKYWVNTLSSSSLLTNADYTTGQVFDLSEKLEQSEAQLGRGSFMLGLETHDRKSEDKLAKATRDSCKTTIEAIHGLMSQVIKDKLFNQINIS
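Test system: purified human Csn5 enzyme expressed in HEK293T cells. Amount: 0.24 nM enzyme. Reagent: SCFSkp2-Nedd8OG substrate at 10 nM final. Schedule: 90 min incubation of compound, enzyme and substrate at room temperature. Detection: fluorescence polarization. Read-out: % inhibition of substrate cleavage by Csn5.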
FAS TE block: inhibitors of human fatty acid synthase thioesterase domain; inhibition, % at 15 µM; recombinant FAS-TE, OMFH fluorogenic substrate, fluorescence endpoint; actives 0.67% (n = 360,000); AID 602261; P49327;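 active = compounds whose normalised, plate-corrected inhibition of enzyme fluorescence in the single-dose primary screen is 50% or more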;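 also: 0% = DMSO with enzyme and 100% = substrate without enzyme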
MsrA inh: bovine MsrA inhibition; AID 651718; actives 0.75% (n = 360,000); inhibition, % at 15.5 µM; purified bovine MsrA, absorbance read-out; in the data active = inhibition above about 4.5%;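 also: 0% = vehicle wells with enzyme and 100% = reference inhibitor wells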
TbMetRS inhib: blocks T. brucei methionyl-tRNA synthetase activity; purified T. brucei MetRS, ATP depletion, Kinase-Glo luminescence; inhibition, % at 11.9 µM; actives 0.4% (n = 360,000);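 active = inhibition above a per-plate cutoff of the control wells' mean inhibition plus 3 SD, cut at about 5.5% in these data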;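 also: 0% = DMSO wells median and 100% = median of wells with control inhibitor compound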
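Material: parasite MetRS enzyme / Replication: singlicate, one well per compound / Signal: luminescence of leftover ATP / Schedule: 2 h aminoacylation at 25 °C after 15 min preincubation / Medium: HEPES-MgCl2-KCl buffer plus DTT, spermine, BSA, pyrophosphatase / Doses: 11.9 µM single point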
PABP1 MLLE inh: blocks PAM2 peptide binding to the PABP1 MLLE domain. inhibition, % at 20 µM. P11940. GST-MLLE / FITC-PAM2 fluorescence polarization. actives 0.36% (n = 360,000); in the data active = inhibition above about 35%, passing the limit was not always enough;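 also: plate controls were DMSO wells with GST-MLLE for no effect and wells lacking GST-MLLE protein for full effect; some results filed as inactive read as strong as hits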
MsrA act: activates bovine MsrA enzyme; activation, % at 10.6 µM; actives 0.3% (n = 360,000); purified bovine MsrA, absorbance read-out; AID 602163; in the data active = activation above about 7.5%;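 also: 0% = vehicle and 100% = reference activator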
* = called active by the depositor; i = inactive; x = not tested or not shown.

Labels used below: A = eLon inh; B = Neddyl block; C = Rin1 Abl inh; D = CSN deneddyl inh; E = FAS TE block; F = MsrA inh; G = TbMetRS inhib; H = PABP1 MLLE inh; I = MsrA act
smiles: CCOc1ncccc1C(=O)NNC(=O)c1cccc(S(=O)(=O)Nc2ccc(OC)cc2)c1
  A: 1	B: i	C: -3	D: 4	E: -2	F: -0.1	G: 0.0	H: -8	I: -2
smiles: Cc1ccc(C(C(=O)NCc2ccco2)N(C(=O)CNC(=O)c2cccs2)c2ccc(C)cc2C)cc1 (stereo not drawn)
  A: 3	B: i	C: 0	D: 0	E: 4	F: 0.5	G: 0.1	H: -1	I: -3
smiles: CCOc1cc(CNn2cnnc2)ccc1OCC(=O)NC1CCCCC1
  A: -2	B: i	C: 4	D: -1	E: -11	F: 0.7	G: 0.0	H: -6	I: -2
smiles: O=C(Nc1nc2ccc(F)cc2s1)C1=COCCO1
  A: -8	B: i	C: -1	D: -2	E: 0	F: 0.8	G: -0.6	H: -1	I: -5
smiles: Cc1cc(C)n(-c2ccc(C(=O)Nc3ccc(C)c(S(=O)(=O)N(C)C)c3)cc2)n1
  A: -15	B: i	C: -1	D: 0	E: 1	F: -0.8	G: -0.2	H: -15	I: -1
smiles: O=C(Cn1cncn1)N/N=C/c1cc([N+](=O)[O-])ccc1O
  A: 2	B: i	C: -5	D: 7	E: 4	F: 4.2	G: 0.3	H: -4	I: -1
smiles: CCOc1ccc(N2CC(C(=O)NCCN3C(=O)S/C(=C\c4cccnc4)C3=O)CC2=O)cc1 (stereo not drawn)
  A: 3	B: i	C: 0	D: 16	E: -4	F: 1.7	G: -0.4	H: 20	I: -2
smiles: COc1cc(N)c(Cl)cc1NC(=O)c1ccccc1
  A: 11	B: i	C: -2	D: -1	E: -6	F: 0.4	G: -0.4	H: -10	I: -4
smiles: CC(C)N(C(=S)NCc1ccccc1)C(C)C
  A: 5	B: i	C: 1	D: -1	E: -11	F: 1.9	G: -0.6	H: -66	I: -10
smiles: COc1ccccc1C(=O)OCC(=O)Nc1cc(S(=O)(=O)N2CCOCC2)ccc1N1CCCC1
  A: 3	B: i	C: 3	D: -1	E: 0	F: 0.9	G: -0.1	H: 4	I: -2
smiles: CC(C)CC(OC(=O)c1nsc(Cl)c1Cl)C(=O)NCc1cccs1 (stereo not drawn)
  A: -9	B: i	C: 1	D: -2	E: -3	F: -0.3	G: -2.0	H: -6	I: -7
smiles: CCOC(=O)C1=C(C)NC(C)=C(C(=O)OCC)C1C(=O)OCC(=O)NCc1ccccc1OC
  A: -5	B: x	C: 1	D: -3	E: 0	F: 0.5	G: -0.2	H: -25	I: -3
smiles: COC(=O)c1sccc1NC(=O)c1cccc(Cl)c1
  A: 4	B: i	C: 2	D: 7	E: 23	F: -0.9	G: 0.0	H: 3	I: 3
smiles: Cc1ccc(C)n1NC(=O)c1ccco1
  A: -5	B: i	C: 4	D: 29	E: -4	F: 1.3	G: -1.4	H: 3	I: -11
smiles: CSc1nc(N(C)NC(=O)c2cccc(C)c2)c2ccccc2n1
  A: 0	B: i	C: 5	D: -3	E: -3	F: 0.7	G: 0.0	H: 8	I: 3
smiles: CC(C)Cc1nc(N2CCN(C(=O)c3ccco3)CC2)c(C#N)c2c1CCC2
  A: 2	B: i	C: -2	D: 8	E: 1	F: 3.0	G: 0.4	H: 2	I: -5
smiles: COc1cccc(NC2=Nc3cccc4cccc2c34)c1
  A: -26	B: i	C: -4	D: 5	E: 0	F: -1.2	G: -0.5	H: -49	I: -2
smiles: O=c1[nH]c2ccc(S(=O)(=O)NCc3ccccc3)cc2[nH]1
  A: -7	B: i	C: 3	D: -14	E: -1	F: 0.5	G: -0.6	H: -1	I: -4
smiles: Cc1nc(Nc2ccc(S(N)(=O)=O)cc2)sc1C(=O)Nc1ccccc1
  A: -7	B: i	C: -19	D: 7	E: 0	F: 2.8	G: 0.2	H: -4	I: -8
smiles: CCOc1ccc2nc(N3CCC(C(=O)Nc4nnc(CC)s4)CC3)sc2c1
  A: 2	B: i	C: -3	D: -1	E: 4	F: -0.5	G: 0.1	H: -13	I: 0
smiles: COc1cc2nc(Nc3ccc(F)cc3)nc(N)c2cc1OC
  A: -5	B: i	C: 14*	D: 3	E: -1	F: 1.6	G: 5.2	H: 6	I: 0
smiles: CC1CCC(NC(=O)CNC(=O)c2ccc3ccccc3c2)CC1 (stereo not drawn)
  A: 1	B: i	C: 1	D: 3	E: -3	F: 0.4	G: -0.3	H: 1	I: -2
smiles: Cc1cccc(N2C(=O)C(O)=C(C(=O)c3cccs3)C2c2ccc(C(C)C)cc2)n1 (stereo not drawn)
  A: 4	B: i	C: 4	D: 0	E: 48	F: -0.6	G: -0.5	H: 5	I: -3
smiles: CCCNC(=S)N1CCN(C(c2ccccc2)c2ccccc2)CC1
  A: 2	B: i	C: 1	D: -15	E: 18	F: -0.5	G: 0.7	H: -117	I: -3
smiles: CCC(C(=O)c1ccc2ncccc2c1)c1ccccc1 (stereo not drawn)
  A: -2	B: i	C: 0	D: 3	E: 20	F: 0.5	G: -0.2	H: -15	I: -4

Shown as a hit in Rin1 Abl inh (from the list above):
SMILES	eLon inh	Neddyl block	Rin1 Abl inh	CSN deneddyl inh	MsrA inh	TbMetRS inhib	PABP1 MLLE inh	MsrA act
COc1cc2nc(Nc3ccc(F)cc3)nc(N)c2cc1OC	-5	i	14*	3	1.6	5.2	6	0

More structures
Labels used below: A = eLon inh; B = Neddyl block; C = Rin1 Abl inh; D = CSN deneddyl inh; E = FAS TE block; F = MsrA inh; G = TbMetRS inhib; H = PABP1 MLLE inh; I = MsrA act
smiles: O=C(NCCc1ccccn1)c1n[nH]c(=O)c2ccccc12
  A: -3	B: i	C: -4	D: -4	E: -8	F: 0.5	G: 0.1	H: 7	I: -1
smiles: COCC1CCN(C(=O)c2ccc3oc(CCCc4ccccc4)nc3c2)C1 (stereo not drawn)
  A: -9	B: i	C: 1	D: -3	E: -5	F: 0.5	G: -0.3	H: -1	I: 1
smiles: COc1ccc2oc(C(=O)N(C)Cc3ccc(OC(F)F)cc3)c(C)c2c1
  A: -10	B: i	C: 4	D: -1	E: 23	F: 2.3	G: -0.5	H: -5	I: -11
smiles: CC(C)CCNC(=O)C1CC(=O)N(C2CCCC2)C1 (stereo not drawn)
  A: 1	B: i	C: 1	D: -9	E: -9	F: -1.2	G: -1.1	H: 7	I: -3
smiles: N#Cc1cc(Cl)c(N2CCOCC2)cc1C#N
  A: -6	B: i	C: 0	D: 6	E: 38	F: 2.1	G: -0.7	H: 4	I: -6
smiles: COC(=O)C1=C(C)N(CCCC(=O)O)C(=O)NC1c1cccc2ccccc12 (stereo not drawn)
  A: -8	B: i	C: 0	D: -2	E: -6	F: 1.0	G: -0.1	H: 9	I: 0
smiles: NS(=O)(=O)c1cccc(NC(=O)/C=C/c2cccs2)c1
  A: 0	B: i	C: -6	D: 5	E: 0	F: 5.1*	G: -1.0	H: 7	I: -4
smiles: O=C(NC1CC1)c1cccc(Oc2ccccc2)c1
  A: -5	B: i	C: 0	D: 1	E: -4	F: -0.5	G: 0.4	H: 9	I: -2
smiles: CCC(c1nnnn1Cc1ccco1)N(Cc1cc2cc(OC)ccc2[nH]c1=O)C1CCCCC1 (stereo not drawn)
  A: -43	B: i	C: 2	D: 23	E: -5	F: 1.8	G: 1.1	H: -56	I: 0
smiles: CC(=O)c1cccc(NC(=O)NC2CCCc3ccccc32)c1 (stereo not drawn)
  A: 6	B: i	C: -1	D: 6	E: 5	F: -0.4	G: -1.5	H: 3	I: -14
smiles: Brc1ccc(OCCCN2CCOCC2)cc1
  A: -3	B: i	C: -1	D: -2	E: -3	F: -0.5	G: 1.2	H: 9	I: 2
smiles: Cc1cc(NC(=O)CSc2n[nH]c(N)n2)no1
  A: 3	B: i	C: 0	D: -1	E: -4	F: -0.3	G: 0.5	H: -6	I: -2
smiles: COc1ccccc1CNC(=O)C1CCCN1S(=O)(=O)c1ccc2c(c1)C(C)(C)C(=O)N2C (stereo not drawn)
  A: 1	B: i	C: -4	D: -6	E: -4	F: 2.1	G: 0.8	H: 8	I: -1
smiles: Cc1ccc(OCc2ccc(C(=O)O)o2)c([N+](=O)[O-])c1
  A: -7	B: i	C: -2	D: -16	E: -15	F: 2.2	G: -0.4	H: -2	I: -4
smiles: COc1cccc(OC)c1NC(=O)CN1CCN(C)CC1
  A: 1	B: i	C: 4	D: 8	E: -10	F: 0.7	G: -0.8	H: 2	I: -5
smiles: CN(C)C(=S)c1ccccc1
  A: 0	B: i	C: 0	D: 0	E: -8	F: -0.4	G: 0.3	H: 35	I: 0
smiles: CCCn1c(=O)c2c(C(F)(F)F)cc(-c3ccco3)nc2n(CCC)c1=O
  A: 5	B: i	C: 2	D: 3	E: -10	F: 1.3	G: -0.8	H: -4	I: -9
smiles: CC(=O)NCCNc1nc(NC(C)C)nc2ccsc12
  A: 2	B: i	C: 1	D: -4	E: -10	F: -0.1	G: -0.1	H: 5	I: -5
smiles: Cc1cc(C)nc(SCC(=O)Nc2cc(C)on2)n1
  A: -3	B: i	C: -4	D: 1	E: -7	F: 0.7	G: -1.3	H: -6	I: -2
smiles: CCCCNC(=S)Nc1ccc([N+](=O)[O-])cc1
  A: -7	B: i	C: 4	D: 2	E: 20	F: 1.6	G: 1.2	H: 15	I: -2
smiles: CC(=O)NCCn1c(SCc2ccc(C)cc2C)nc2ccccc2c1=O
  A: 2	B: i	C: -5	D: -3	E: 0	F: 0.5	G: 0.0	H: -1	I: -5
smiles: CN(C)S(=O)(=O)c1cccc(C(=O)OCC(=O)N2c3ccccc3NC(=O)C2(C)C)c1
  A: 9	B: i	C: 0	D: -5	E: 4	F: 0.6	G: 0.1	H: 7	I: 2
smiles: CNC(=O)c1csc(-c2ccc(Cl)cc2)n1
  A: -9	B: i	C: 2	D: -10	E: -4	F: -0.4	G: -0.4	H: 12	I: -6
smiles: CCOC(=O)N1CCN(C(=O)c2cn(C)c3ccc(S(=O)(=O)N4CCCC4)cc3c2=O)CC1
  A: -2	B: i	C: -3	D: 2	E: -9	F: 1.4	G: -0.1	H: 6	I: -2
smiles: CS(=O)(=O)N(CC(=O)Nc1ccccc1C(=O)N1CCOCC1)c1ccc(Cl)cc1
  A: 0	B: i	C: -1	D: 2	E: -8	F: -0.2	G: -0.7	H: -3	I: -11
smiles: COc1ccccc1CNC(=O)CN1CCN(Cc2ccc(Cl)cc2)C1=O
  A: -5	B: i	C: 1	D: 5	E: 0	F: -0.1	G: -0.5	H: -12	I: -5
smiles: CCc1ccc(OCC(=O)Nc2ccc(S(=O)(=O)Nc3ccccn3)cc2)cc1
  A: -9	B: i	C: 3	D: 1	E: -4	F: -0.5	G: -0.2	H: -6	I: -1

By substructure: those above containing an NH in an aromatic ring.
Labels used below: A = eLon inh; B = Neddyl block; C = Rin1 Abl inh; D = CSN deneddyl inh; E = FAS TE block; F = MsrA inh; G = TbMetRS inhib; H = PABP1 MLLE inh; I = MsrA act
smiles: O=c1[nH]c2ccc(S(=O)(=O)NCc3ccccc3)cc2[nH]1
  A: -7	B: i	C: 3	D: -14	E: -1	F: 0.5	G: -0.6	H: -1	I: -4
smiles: O=C(NCCc1ccccn1)c1n[nH]c(=O)c2ccccc12
  A: -3	B: i	C: -4	D: -4	E: -8	F: 0.5	G: 0.1	H: 7	I: -1
smiles: CCC(c1nnnn1Cc1ccco1)N(Cc1cc2cc(OC)ccc2[nH]c1=O)C1CCCCC1 (stereo not drawn)
  A: -43	B: i	C: 2	D: 23	E: -5	F: 1.8	G: 1.1	H: -56	I: 0
smiles: Cc1cc(NC(=O)CSc2n[nH]c(N)n2)no1
  A: 3	B: i	C: 0	D: -1	E: -4	F: -0.3	G: 0.5	H: -6	I: -2
